PABP1 MLLE inh – blocks PAM2 peptide binding to the PABP1 MLLE domain. P11940. GST-MLLE / FITC-PAM2 fluorescence polarization. inhibition, % at 20 µM. 360,000 tested, 0.36% active. AID 588489; in the data active = inhibition above about 35%, passing the limit was not always enough;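 note: plate controls were DMSO wells with GST-MLLE for no effect and wells lacking GST-MLLE protein for full effect; some results filed as inactive read as strong as hits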
NadD inh – inhibitors of Staphylococcus aureus NadD; purified NadD enzyme, colorimetric absorbance read-out; inhibition, % at 20 µM; 360,000 tested, 0.78% active; AID 602399; in the data active = inhibition above about 26%; note: some compounds past the cut are filed as inactive
Scp1 inh – Scp-1 (human) phosphatase inhibition. Q9GZU7. Recombinant Scp1, phosphopeptide, malachite green phosphate absorbance. inhibition, % at 20 µM. 340,000 tested, 0.88% active. AID 493091;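 active = inhibition above about 50% at 20 µM, limit read from the data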;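 note: plate controls were DMSO wells with enzyme for no effect and wells lacking enzyme for full effect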
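Test system: SCP-1 catalytic domain; Buffer or medium: Acidic Tris acetate buffer with magnesium and detergent; Also added: Phosphorylated 17-residue peptide substrate; Compound: single 20 µM dose, 1% DMSO; Schedule: enzyme reaction 45 min at room temperature, colour 5 min, stabilisation 30 min; Signal: Phosphate-binding colour reagent, absorbance read at 630 nm.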
DNMT1 block – blocks human DNA methyltransferase DNMT1. P26358. DNMT1 molecular beacon, Hinp1I cleavage, fluorescence. inhibition (reported as % activation of signal), % at 10 µM. 360,000 tested, 0.83% active. AID 588458; in the data active = inhibition above about 50%
Rpn11 block – inhibitors of human proteasome Rpn11 | human 26S proteasome, Ub4-pepOG fluorescence polarization; 20S core pre-blocked with epoxomicin | 360,000 tested, 0.59% active | calls only at 20 µM;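 active = inhibition at 20 µM, scaled to each plate's controls, above about 33%, limit read from the data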
Tb MetRS inh – Trypanosoma brucei MetRS inhibition. purified T. brucei MetRS, ATP depletion, Kinase-Glo luminescence. inhibition, % at 11.9 µM. 360,000 tested, 0.4% active;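 active = inhibition above a per-plate cutoff of the control wells' mean inhibition plus 3 SD, cut at about 5.5% in these data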;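 note: 0% = DMSO wells median and 100% = median of wells with control inhibitor compound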
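technique = Kinase-Glo luminescence, ATP depletion format | system = purified MetRS (methionyl-tRNA synthetase) enzyme from Trypanosoma brucei | timing = 15 min preincubation, 2 h reaction, all 25 °C | evaluation = percent inhibition versus plate control medians | dosing = single dose, 11.9 µM final nominal, 0.9% final DMSO | also added = substrates ATP, L-methionine and bulk Escherichia coli tRNA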
STEP block – STEP (human) phosphatase inhibition. recombinant STEP, OMFP fluorogenic substrate, fluorescence. inhibition, % at 20 µM. 360,000 tested, 0.25% active. AID 588621;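 active = inhibition at 20 µM, scaled per plate between control wells, above about 37%, limit read from the data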;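 note: 0% = DMSO with enzyme and substrate and 100% = substrate only without enzyme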
Target sequence (P54829 whole entry, looked up): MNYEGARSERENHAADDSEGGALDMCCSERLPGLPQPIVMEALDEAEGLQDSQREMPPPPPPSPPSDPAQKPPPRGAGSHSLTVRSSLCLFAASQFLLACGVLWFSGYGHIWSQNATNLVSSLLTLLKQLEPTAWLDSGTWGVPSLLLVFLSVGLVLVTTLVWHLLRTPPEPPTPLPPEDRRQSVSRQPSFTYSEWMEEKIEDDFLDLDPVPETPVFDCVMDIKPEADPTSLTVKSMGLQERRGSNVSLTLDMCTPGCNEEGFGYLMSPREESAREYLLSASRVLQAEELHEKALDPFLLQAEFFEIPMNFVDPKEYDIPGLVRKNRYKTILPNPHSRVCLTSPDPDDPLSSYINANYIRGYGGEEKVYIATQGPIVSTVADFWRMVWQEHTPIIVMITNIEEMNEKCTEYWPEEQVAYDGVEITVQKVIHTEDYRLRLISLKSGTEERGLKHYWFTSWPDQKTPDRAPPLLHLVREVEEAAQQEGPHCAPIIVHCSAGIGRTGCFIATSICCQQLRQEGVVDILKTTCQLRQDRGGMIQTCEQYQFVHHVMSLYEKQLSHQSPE
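Also added – OMFP at 25 µM · Test system – STEP tyrosine phosphatase · Technique – FITC-channel fluorescence of OMFP product · Schedule – 20 min at room temperature, dark · Evaluation – control-normalized % inhibition with plate pattern correction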
SUMO1-SIM PPI – SUMO1-SIM interaction modulation; inhibition, % at 20 µM; P63165; SUMO1 binding to a labelled peptide, TR-FRET, 1 h; 360,000 tested, 0.33% active; AID 602429; in the data active = inhibition above about 37%
LMPTP block – blocks human LMPTP phosphatase | recombinant LMPTP-A, OMFP fluorogenic substrate, fluorescence intensity | 360,000 tested, 0.22% active | P24666 | inhibition, % at 20 µM;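 active = compounds that cut the enzyme signal by at least half of the control window in the single-dose screen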;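 note: plate controls were DMSO wells with enzyme plus substrate for no effect and substrate without enzyme for full effect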
Target sequence (P24666 whole entry, looked up): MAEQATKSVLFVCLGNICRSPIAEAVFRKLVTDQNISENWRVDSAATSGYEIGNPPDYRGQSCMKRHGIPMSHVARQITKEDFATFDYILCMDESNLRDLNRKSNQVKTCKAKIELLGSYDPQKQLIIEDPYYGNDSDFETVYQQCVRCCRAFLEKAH
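Test system: LMPTP-A, protein tyrosine phosphatase of low molecular weight; Input: 0.625 nM enzyme; Incubation: 50 min dark incubation at room temperature; Signal: endpoint fluorescence intensity from OMFP dephosphorylation; Read-out basis: % inhibition versus control wells.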
CSN deneddyl inh – inhibitors of human CSN-mediated cullin deneddylation | Purified CSN, SCF-Nedd8-OG deneddylation, fluorescence polarization | inhibition, % at 12.5 µM | 360,000 tested, 0.38% active;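 active = pattern-corrected inhibition above about 35%, with an unprinted fluorescence ratio check between 0.5 and 1.5, limit read from the data, passing the limit was not always enough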;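 note: 0% = enzyme with substrate and 100% = substrate without enzyme; some results filed as inactive read as strong as hits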
Target sequence (Q92905 whole entry, looked up, one chain of several): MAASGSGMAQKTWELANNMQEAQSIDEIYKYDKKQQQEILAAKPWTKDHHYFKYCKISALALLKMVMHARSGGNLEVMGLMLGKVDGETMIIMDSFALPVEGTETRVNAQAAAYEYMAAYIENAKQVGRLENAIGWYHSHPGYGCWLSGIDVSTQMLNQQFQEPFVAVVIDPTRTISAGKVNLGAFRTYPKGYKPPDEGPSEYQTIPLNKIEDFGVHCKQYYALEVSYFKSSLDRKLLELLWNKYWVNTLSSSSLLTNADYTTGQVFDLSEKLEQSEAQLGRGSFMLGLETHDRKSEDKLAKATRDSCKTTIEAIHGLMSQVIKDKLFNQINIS
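Assay system: Purified human Csn5 enzyme expressed in HEK293T cells | Amount: Enzyme 0.24 nM | Measured by: Fluorescence polarization readout | Medium: Tris/NaCl/DTT buffer, pH 7.5 | Compound dosing: One concentration, 12.5 µM, 0.25% DMSO | Times: 90 min incubation of compound, enzyme and substrate at room temperature | Control set: no-enzyme wells high, enzyme-with-substrate wells low | Read-out: % inhibition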
An asterisk follows results filed as active; i = inactive; nt = not tested or not shown.

SMILES | PABP1 MLLE inh | NadD inh | Scp1 inh | DNMT1 block | Rpn11 block | Tb MetRS inh | STEP block | SUMO1-SIM PPI | LMPTP block | CSN deneddyl inh
COc1ccc(OC)c(NC(=O)CSc2ncnc3c2cnn3-c2ccccc2Cl)c1 | -1 | -4 | -12 | -9 | i | 0.1 | 1 | 3 | 3.6 | 5
O=C(c1ccc2c(c1)OCCO2)C1CCN(S(=O)(=O)c2cccc(F)c2)CC1 | -4 | -13 | -11 | -2 | i | -1.3 | 5 | -1 | 2.4 | 1
C[C@H](CO)N1C[C@H](C)[C@@H](CN(C)S(C)(=O)=O)Oc2ccc(NC(=O)Nc3ccc4c(c3)OCO4)cc2C1=O | 5 | 4 | -2 | -4 | i | -0.1 | -1 | -4 | 0.5 | -2
O=S(=O)(c1cccc2c(S(=O)(=O)N3CCCC3)cccc12)N1CCCC1 | 2 | -7 | -18 | 0 | i | 0.4 | 6 | -11 | 0.5 | 0
CCN(CC(=O)Nc1c(F)cccc1F)C(=O)c1ccc(N2CCCC2)c([N+](=O)[O-])c1 | 13 | -1 | -3 | -1 | i | -0.3 | 3 | -23 | 0.4 | 2
Cc1c(C)[n+](=O)c(-c2ccco2)c(C)n1[O-] | -1 | -6 | -1 | -4 | i | -1.1 | 4 | -4 | 0.0 | 2
CCn1c(SCC(=O)Nc2nccs2)nnc1-c1cccnc1 | -5 | 0 | -2 | 1 | i | 0.0 | -1 | -2 | -2.0 | 5
Cc1ccccc1S(=O)(=O)N1C[C@H]2[C@H]3C(=O)N(C4CCCCC4)C(=O)[C@H]3CC(=O)[C@H]2[C@@H]1c1ccc(Cl)cc1 | 8 | 3 | nt | -17 | i | -0.8 | 0 | 7 | 0.9 | 1
CC1CCCCN1C(=O)c1ccc(OC2CCN(S(=O)(=O)N(C)C)CC2)cc1 (stereo not drawn) | -6 | -4 | -2 | 3 | i | -0.2 | 2 | -2 | -0.1 | -2
CC(=O)C(=Nc1ccc(Cl)cc1Cl)NNc1cccc(Cl)c1 | 10 | 6 | -18 | -5 | i | -0.4 | 1 | -10 | 3.0 | -2
Cc1cccc(S(=O)(=O)Nc2cccc(-c3cn4ccsc4n3)c2)c1 | -2 | 13 | 0 | -6 | i | -0.5 | -4 | 11 | 2.7 | -7
COc1ccc(Cl)cc1NS(=O)(=O)N1CCOCC1 | 8 | 3 | 1 | 1 | i | -0.6 | 0 | -1 | -1.3 | 2
CCOC(=O)C(CCc1nnc(N)s1)C(=O)OCC | -12 | 2 | -5 | 6 | i | -0.8 | 0 | 2 | -1.2 | -3
CNC[C@@H]1Oc2cc(Br)ccc2S(=O)(=O)N([C@@H](C)CO)C[C@H]1C | 8 | -5 | nt | -1 | i | -0.4 | 2 | 2 | -1.0 | 5
CC/C(=N\NC(=O)CNC(=O)/C=C/c1ccco1)c1ccccc1 | -15 | -3 | 94* | 10 | i | 0.2 | 0 | 1 | 0.0 | 13
Cc1ccc(CSCC(=O)Nc2ccc(N3CCOCC3)cc2N2CCOCC2)cc1 | -26 | 1 | -3 | 2 | i | -0.5 | -2 | 1 | 0.4 | -3
O=C1CCCC/C1=C\Nc1ccc(C(=O)O)c(O)c1 | 10 | -2 | 6 | 1 | i | -0.7 | 6 | -1 | -1.0 | 3
Cc1nnc(SCc2nc3ccccc3[nH]2)s1 | 12 | 2 | 1 | 34 | i | 2.2 | -7 | 2 | -0.7 | -3
OCC[C@@H]1C[C@H](O)[C@@H](O)[C@]2(CCc3ccccc3CO2)O1 | 5 | -2 | -4 | 4 | i | -0.1 | -1 | 5 | -1.3 | 3
CC(=O)N1CCc2cc(Br)cc(S(=O)(=O)N3CCN(C(=O)c4ccco4)CC3)c21 | -11 | 8 | 0 | 2 | i | -0.1 | 8 | 4 | -0.4 | 5

A stretch of the results above, for reference:
SMILES | PABP1 MLLE inh | NadD inh | Scp1 inh | DNMT1 block | Rpn11 block | Tb MetRS inh | STEP block | SUMO1-SIM PPI | LMPTP block | CSN deneddyl inh
O=C1CCCC/C1=C\Nc1ccc(C(=O)O)c(O)c1 | 10 | -2 | 6 | 1 | i | -0.7 | 6 | -1 | -1.0 | 3
Cc1nnc(SCc2nc3ccccc3[nH]2)s1 | 12 | 2 | 1 | 34 | i | 2.2 | -7 | 2 | -0.7 | -3
OCC[C@@H]1C[C@H](O)[C@@H](O)[C@]2(CCc3ccccc3CO2)O1 | 5 | -2 | -4 | 4 | i | -0.1 | -1 | 5 | -1.3 | 3
CC(=O)N1CCc2cc(Br)cc(S(=O)(=O)N3CCN(C(=O)c4ccco4)CC3)c21 | -11 | 8 | 0 | 2 | i | -0.1 | 8 | 4 | -0.4 | 5

Next entries
SMILES | PABP1 MLLE inh | NadD inh | Scp1 inh | DNMT1 block | Rpn11 block | Tb MetRS inh | STEP block | SUMO1-SIM PPI | LMPTP block | CSN deneddyl inh
CCC1CCCCN1C(=O)CSc1n[nH]c(N)n1 (stereo not drawn) | 9 | 2 | -2 | 1 | i | -0.2 | -4 | 2 | 1.7 | 0
COc1ccc(CCNC(=O)Cn2cccc2C(=O)c2ccccc2)cc1OC | 27 | 0 | 0 | 0 | i | -1.3 | 0 | 0 | -0.6 | 0
O=c1cc(-c2ccc(O)cc2)oc2ccccc12 | 11 | -1 | -4 | -1 | i | 0.4 | 0 | 3 | -0.1 | 4
CCOc1ccc(CCNC(=O)C2CCCN2C(=O)OCc2ccccc2)cc1OCC (stereo not drawn) | 17 | -3 | 4 | 2 | i | -1.9 | 0 | -1 | -1.3 | 6
C=C(C)Cn1c(N2CCN(CC)CC2)nc2c1c(=O)[nH]c(=O)n2C | 19 | 2 | 22 | 2 | i | -0.9 | -4 | 1 | -4.4 | 0
O=C(COc1ccc(Cl)cc1Cl)N1CCN(c2ccccn2)CC1 | 1 | -5 | -9 | -1 | i | 0.3 | 1 | 2 | 0.4 | 0
CC1CCC(N2CCN(S(=O)(=O)Cc3ccccc3)CC2)CC1 (stereo not drawn) | 6 | -2 | -8 | -1 | i | 0.2 | 0 | 5 | 0.5 | -7
COc1ccc(CNn2c(-c3cccs3)nc3ccccc3c2=O)cc1OC | 0 | -7 | -1 | -1 | i | -0.2 | 2 | -6 | 2.7 | -3
C[C@H](O)[C@@H]1C(=O)N2CCc3ccc(-c4cccc(F)c4)cc3[C@@H]2C[C@@H]1N(C)C(=O)C(C)(C)C | -1 | -2 | 0 | -3 | i | -0.1 | 3 | -3 | -0.3 | 3
COc1ccc(C(=O)CSc2nc(C(C)(C)C)nc3ccccc23)cc1 | 32 | 7 | -1 | 2 | i | 1.8 | 0 | 2 | 5.9 | 4
Cc1ccccc1NS(=O)(=O)c1ccc2c3c(cccc13)C(=O)N2C | 8 | -4 | -5 | 2 | i | -0.3 | 8 | -25 | 2.1 | 1
CCOc1ccccc1NS(=O)(=O)c1ccc2c(c1)NC(=O)CCS2 | 4 | 2 | 3 | -2 | i | -0.2 | 1 | 0 | 3.3 | 2
CC(C)c1ccc(/C=N/NC(=O)c2ccccn2)cc1 | -4 | 4 | 2 | -2 | i | -0.5 | -1 | -18 | -0.2 | 4
O=C(NCC1CCCO1)/C(=C\c1ccccc1F)NC(=O)c1ccccc1 (stereo not drawn) | 7 | -3 | 0 | -1 | i | 0.6 | 0 | -5 | -0.6 | -1
CCCC(=O)Nc1ccc(NC(=O)c2cccs2)cn1 | 2 | -1 | -5 | 3 | i | -1.0 | -1 | 0 | -1.6 | 5
O=C(NNC(=O)c1cc(Cl)nc2ccccc12)c1ccccc1F | -5 | -5 | -3 | 3 | i | -0.2 | -4 | -9 | 1.3 | -2
Cc1cc(C)cc(NC(=O)CSc2nccn2Cc2ccco2)c1 | -40 | 0 | -2 | -1 | i | -0.2 | 1 | 0 | 0.3 | 0
O=c1c2ccccc2[nH]c(=S)n1CCCN1CCOCC1 | -49 | -4 | -13 | 2 | i | -1.2 | -2 | 10 | 0.7 | -2
COc1ccc(-c2cc3ccccc3n2CC(O)Cn2nc(C)cc2C)cc1 (stereo not drawn) | 39 | 2 | 3 | -18 | i | -0.6 | -3 | -6 | 1.3 | -5
COc1cccc(C2C(C#N)=C(C)NC3=C2C(=O)CC(C)(C)C3)c1 (stereo not drawn) | -4 | 0 | -9 | -7 | i | 0.3 | 2 | -2 | -1.0 | 2
O=C(N/N=C/c1ccco1)c1ccc2nc[nH]c2c1 | 0 | -7 | -11 | 2 | i | -0.4 | -2 | -6 | -1.6 | 7
O=C(/C=C\NCC(=O)c1ccccc1)c1ccc2ccccc2c1 | -12 | 4 | -8 | -10 | i | 0.3 | -2 | -9 | -0.1 | -9
CCN1CCN(S(=O)(=O)c2ccc(Cl)c(C(=O)Nc3ccccc3N3CCCCC3)c2)CC1 | 9 | -11 | -1 | -3 | i | -0.1 | 3 | -2 | 0.6 | -5
Cc1ccc(NC(=O)CS(=O)CC(=O)N2CCN(c3ccccc3)CC2)cc1 (stereo not drawn) | -14 | -9 | -2 | -3 | i | 0.1 | 1 | -1 | -0.8 | 0
N#CCC(=O)Nc1ncn(Cc2ccccc2Cl)n1 | 3 | -4 | -8 | 0 | i | -0.8 | 3 | 3 | -2.9 | -10
NC(=O)CC(CC(=O)OCc1ccccc1)c1ccccc1 (stereo not drawn) | -1 | -7 | 3 | 0 | i | -0.4 | 2 | 8 | -0.4 | -2
COc1ccc(C(=O)NCCc2c[nH]c3ccc(OC)cc23)cc1 | 10 | -9 | -19 | -4 | i | -0.1 | 0 | 6 | -1.4 | -1
Cc1cc(NC(=O)CSc2nccn2C)n(-c2ccccc2)n1 | 7 | -2 | -9 | 6 | i | -1.5 | -3 | 1 | -0.2 | 7
CCN1C(=O)[C@H]2[C@@H](c3ccc(OC)cc3)N[C@]3(CCCN(CCC(C)C)C3=O)[C@H]2C1=O | 6 | 4 | nt | 3 | i | -0.3 | -1 | -1 | -1.7 | 5
CCN1CCN(Cc2ccccc2NC(=O)Nc2ccc(C)cc2)CC1 | -10 | 4 | -5 | 4 | i | 0.0 | 0 | 0 | -0.5 | -4
Cc1cc(N(C)C)c(C#N)c(N2CCOCC2)n1 | -7 | 2 | -1 | 4 | i | 0.1 | 9 | 0 | -1.3 | 4
CCN(Cc1ccncc1)Cc1cn[nH]c1-c1cc(OC)c(OC)c(OC)c1 | -2 | -3 | -4 | -5 | i | -0.3 | -4 | -2 | -0.6 | -4
